Mtb FBA inh: inhibits M. tuberculosis FBA enzyme. P9WQA3. purified M. tuberculosis FBA, fluorescence read-out. inhibition, % at 1 µM. 360,000 compounds, 2.3% hits. AID 588726; in the data active = inhibition above about 27%;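 note: 0% = vehicle and 100% = reference inhibitor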
Target sequence (P9WQA3 whole entry, looked up): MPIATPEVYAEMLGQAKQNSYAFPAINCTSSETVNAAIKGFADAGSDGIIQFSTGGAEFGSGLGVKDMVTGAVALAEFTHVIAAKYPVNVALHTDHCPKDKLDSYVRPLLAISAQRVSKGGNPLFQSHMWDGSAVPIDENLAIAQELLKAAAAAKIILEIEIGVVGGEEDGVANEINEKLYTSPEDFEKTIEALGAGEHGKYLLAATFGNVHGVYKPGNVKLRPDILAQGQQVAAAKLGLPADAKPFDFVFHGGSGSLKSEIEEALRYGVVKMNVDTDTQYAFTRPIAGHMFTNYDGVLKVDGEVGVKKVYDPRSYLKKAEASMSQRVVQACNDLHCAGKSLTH
VHR inh abs: DUSP3 (human) phosphatase inhibition | P51452 | recombinant VHR phosphatase, pNPP absorbance | inhibition, % at 13.3 µM | 290,000 compounds, 0.52% hits; in the data active = inhibition above about 50%; note: some compounds called inactive have numbers as strong as hits
Target sequence (P51452 whole entry, looked up): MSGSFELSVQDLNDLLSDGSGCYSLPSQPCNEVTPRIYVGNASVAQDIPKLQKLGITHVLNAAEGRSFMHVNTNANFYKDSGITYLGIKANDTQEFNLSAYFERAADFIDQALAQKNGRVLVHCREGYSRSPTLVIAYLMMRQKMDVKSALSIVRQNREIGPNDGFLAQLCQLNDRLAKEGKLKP
Rv3671c inh: inhibitors of M. tuberculosis serine protease Rv3671c; AID 2606; 320,000 compounds, 0.048% hits; inhibition, % at 5.96 µM; P9WHR9; in the data active = inhibition above about 38%;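 note: extracellular domain of Rv3671c used as enzyme; 0% = enzyme with DMSO and 100% = no enzyme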
Target sequence (P9WHR9 whole entry, looked up, the tested form may be a part): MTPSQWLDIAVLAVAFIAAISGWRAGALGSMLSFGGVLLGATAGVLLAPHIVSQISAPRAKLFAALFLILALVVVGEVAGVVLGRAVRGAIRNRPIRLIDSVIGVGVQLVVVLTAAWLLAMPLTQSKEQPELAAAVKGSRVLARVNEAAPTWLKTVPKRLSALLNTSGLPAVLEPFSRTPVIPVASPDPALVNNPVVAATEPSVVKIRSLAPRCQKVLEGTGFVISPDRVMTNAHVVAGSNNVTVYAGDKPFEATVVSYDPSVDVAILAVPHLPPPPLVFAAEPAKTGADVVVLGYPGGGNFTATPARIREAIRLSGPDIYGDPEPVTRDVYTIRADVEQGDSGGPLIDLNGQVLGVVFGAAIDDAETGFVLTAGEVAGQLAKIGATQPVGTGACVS
PriA SSB inh: inhibitors of Klebsiella pneumoniae PriA binding to SSB C-terminal tail | inhibition, % at 33 µM | AlphaScreen SSBct-PriA binding, biotinylated peptide | 430,000 compounds, 0.6% hits; in the data active = inhibition mostly above about 37%, no sharp cut-off; inactive = mostly below about 20%;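 note: plate controls were negative control peptide for no effect and reference peptide for full effect; strong numbers were not always called active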
GDH-TPI inh: GDH-TPI coupled enzyme inhibition counter-screen. GDH-TPI coupled enzyme counterscreen, NADH absorbance. inhibition, % at 4.8 µM. 360,000 compounds, 1.2% hits. AID 588335; in the data active = inhibition above about 30%;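 note: 0% = DMSO wells and 100% = wells lacking the enzyme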
UGM FP inh: blocks M. tuberculosis UGM enzyme. 320,000 compounds, 0.06% hits. inhibition, % at 10 µM. purified UGM, fluorescence polarization probe displacement. P9WIQ1; in the data active = inhibition above about 10%, passing the limit was not always enough
3CLpro inhibitor: SARS-CoV 3CLpro protease inhibition; inhibition, % at 6 µM; recombinant SARS-CoV 3CLpro, quenched FRET peptide cleavage; 290,000 compounds, 0.14% hits; P0C6X7; in the data active = inhibition above about 12%
Mtb BioA inh: inhibitors of Mycobacterium tuberculosis BioA enzyme; purified M. tuberculosis BioA enzyme, plate reader; 360,000 compounds, 0.096% hits; inhibition, % at 9.99 µM; AID 602481; in the data active = inhibition above about 40%
Vc quorum ag: inducers of Vibrio cholerae quorum light production without autoinducers. V. cholerae BH1578 lux reporter, luminescence, 6 h. activation, % at 18.7 µM. 350,000 compounds, 0.16% hits. AID 588436; in the data active = activation mostly above about 9.7%, no sharp cut-off; note: not every result past the cut was called active; inactives centre near 0; reference of the scale not given here
MazEF act: MazEF (E. coli) toxin RNase activation | FAM/BHQ RNA-DNA oligo cleavage fluorescence, 5 h | activation, % at 20 µM | 350,000 compounds, 0.32% hits; in the data active = activation above about 50%
Target sequence (P0AE70 whole entry, looked up): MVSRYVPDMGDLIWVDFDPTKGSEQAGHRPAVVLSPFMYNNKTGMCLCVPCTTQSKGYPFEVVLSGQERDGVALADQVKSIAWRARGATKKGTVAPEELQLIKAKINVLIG
* marks the source's active call; other numbers are inactive results; & = joins results of further samples.

How did Cn1c(CC(=O)Nc2ccc(F)cc2)c(Sc2ccccc2)c2ccccc21 do in these assays?
Mtb FBA inh: 1; VHR inh abs: 24; Rv3671c inh: 3; PriA SSB inh: -34; GDH-TPI inh: 7; UGM FP inh: -0.2; 3CLpro inhibitor: -1; Vc quorum ag: -0.3; MazEF act: -1

What do the screens show for `COc1ccccc1OCCCOc1ccc(C)cc1Br`?
Mtb FBA inh: -4; VHR inh abs: -3; Rv3671c inh: 1; PriA SSB inh: -27; GDH-TPI inh: 3; UGM FP inh: -1.5; 3CLpro inhibitor: 0; Vc quorum ag: -0.2; MazEF act: -13

Results for COc1ccc(OC)c(NC(=O)CSc2ccccc2)c1 ?
Mtb FBA inh: 3; VHR inh abs: -6; Rv3671c inh: -5; PriA SSB inh: -24; GDH-TPI inh: -1; UGM FP inh: -2.2; 3CLpro inhibitor: 1; Mtb BioA inh: 2.2; MazEF act: 5

What do the screens show for `Cc1nc2ccccn2c1C(=O)/C=C/c1ccc(F)cc1`?
Mtb FBA inh: 0; VHR inh abs: 14; Rv3671c inh: -12; PriA SSB inh: -5; GDH-TPI inh: 23; UGM FP inh: 1.4; 3CLpro inhibitor: 6; Mtb BioA inh: 0.0; Vc quorum ag: -1.1; MazEF act: 4

Results for O=C(c1cccc(Br)c1)N1CCN(S(=O)(=O)N2CCCCCC2)CC1 ?
Mtb FBA inh: 0; VHR inh abs: -7; Rv3671c inh: 2; PriA SSB inh: -9&-1; GDH-TPI inh: -8; UGM FP inh: -1.9; 3CLpro inhibitor: 3; Mtb BioA inh: 5.3; Vc quorum ag: inactive; MazEF act: 1

How did CCOC(=O)/C=C/C(=O)Nc1ccc(-c2nnc3n2CCCCC3)cc1 do in these assays?
Mtb FBA inh: -1; Rv3671c inh: -5; PriA SSB inh: 3; GDH-TPI inh: 8; UGM FP inh: -0.4; 3CLpro inhibitor: 0; Mtb BioA inh: 0.3; Vc quorum ag: inactive; MazEF act: 1

What do the screens show for `CCOc1ccc(NC(=O)NCC2CCN(Cc3ccc(F)cc3)CC2)cc1`?
Mtb FBA inh: 0; VHR inh abs: 57*; Rv3671c inh: -4; PriA SSB inh: -6; GDH-TPI inh: -5; UGM FP inh: -1.1; 3CLpro inhibitor: -2; Mtb BioA inh: -0.7; Vc quorum ag: 1.9; MazEF act: 6

How did CCCc1cc(=O)oc2cc(C)cc(OC(C)C(=O)NCc3cccnc3)c12 (configuration not stated) do in these assays?
Mtb FBA inh: 70*; VHR inh abs: 30; Rv3671c inh: -4; PriA SSB inh: 4; GDH-TPI inh: 4; UGM FP inh: -1.3; 3CLpro inhibitor: -2; Mtb BioA inh: 1.2; Vc quorum ag: -0.4; MazEF act: 4

What do the screens show for `C=CCN1C(=O)C(CC(=O)O)SC1=Nc1ccc(C)cc1` (configuration not stated)?
Mtb FBA inh: -1; VHR inh abs: 18; Rv3671c inh: 5; PriA SSB inh: -12; GDH-TPI inh: 3; UGM FP inh: -1.5; 3CLpro inhibitor: -1; Mtb BioA inh: 1.8; Vc quorum ag: inactive; MazEF act: 7

What do the screens show for `COc1cc(C(=O)OCC(=O)N2CCN(S(=O)(=O)c3ccc(C)cc3C)CC2)c([N+](=O)[O-])cc1OC`?
Mtb FBA inh: -1; PriA SSB inh: 0; GDH-TPI inh: 13; Mtb BioA inh: 0.6; Vc quorum ag: inactive; MazEF act: 1

Results for C#CC(=O)N(c1ccc(OC)cc1OC)C(C(=O)NC1CCCC1)c1cccs1 (configuration not stated) ?
Mtb FBA inh: 0; VHR inh abs: 25; Rv3671c inh: 2; PriA SSB inh: -7; GDH-TPI inh: -1; UGM FP inh: 0.3; 3CLpro inhibitor: 7; Vc quorum ag: -0.1; MazEF act: -30

How did O=C(Nc1ccc(F)cc1F)c1cc(-c2ccc3c(c2)OCO3)on1 do in these assays?
Mtb FBA inh: 2; VHR inh abs: 17; Rv3671c inh: 2; PriA SSB inh: -9; GDH-TPI inh: -9; UGM FP inh: -2.8; 3CLpro inhibitor: 6; Mtb BioA inh: -0.5; Vc quorum ag: inactive; MazEF act: 0

How did O=C(Cc1ccccc1)Nc1ccnn1C1CCN(Cc2nccs2)CC1 do in these assays?
Mtb FBA inh: -2; VHR inh abs: -26; Rv3671c inh: 17; PriA SSB inh: -8; GDH-TPI inh: 8; UGM FP inh: -3.0; 3CLpro inhibitor: -3; Mtb BioA inh: 10; Vc quorum ag: inactive; MazEF act: -2

What do the screens show for `COc1ccc(S(=O)(=O)N2CCN(C(=O)c3c(C)nn(-c4ccccc4)c3C)CC2)cc1`?
Mtb FBA inh: -1; Rv3671c inh: 7; PriA SSB inh: -10; GDH-TPI inh: -6; UGM FP inh: -0.9; Mtb BioA inh: 7.0; Vc quorum ag: inactive; MazEF act: 2

Results for CCc1cccc(NC(=O)C2CCCN(c3ncnc4c3nc3n4CCCCC3)C2)c1 (configuration not stated) ?
Mtb FBA inh: -3; VHR inh abs: 8; Rv3671c inh: -10; PriA SSB inh: -1; GDH-TPI inh: 2; UGM FP inh: -0.7; 3CLpro inhibitor: 0; Mtb BioA inh: -0.1; Vc quorum ag: -0.3; MazEF act: 2

What do the screens show for `CC(/C=N/Nc1nc(N2CCCCC2)nc(N2CCCCC2)n1)=C\c1ccccc1`?
Mtb FBA inh: 3; VHR inh abs: -16; Rv3671c inh: 5; GDH-TPI inh: 0; UGM FP inh: 0.5; 3CLpro inhibitor: -2; Mtb BioA inh: -0.8; Vc quorum ag: -0.4; MazEF act: -11

How did Cc1ccc(C(c2nnnn2CS(=O)(=O)c2ccc(C)cc2)N2CCN(c3ncccn3)CC2)cc1 (configuration not stated) do in these assays?
Mtb FBA inh: 1; VHR inh abs: 4; Rv3671c inh: 9; PriA SSB inh: -11; GDH-TPI inh: -8; UGM FP inh: -1.7; 3CLpro inhibitor: 2; Mtb BioA inh: -1.1; Vc quorum ag: -1.5; MazEF act: -1

Results for Cc1cc(N2CCN(C)CC2)nc(-c2ccccc2O)n1 ?
Mtb FBA inh: 1; VHR inh abs: 8; Rv3671c inh: 15; PriA SSB inh: 2; GDH-TPI inh: -4; UGM FP inh: 1.5; 3CLpro inhibitor: -3; Mtb BioA inh: 1.4; Vc quorum ag: -0.7; MazEF act: 0

What do the screens show for `NC(=O)c1cc(S(=O)(=O)N2CC=C(c3ccccc3)CC2)cs1`?
Mtb FBA inh: 4; VHR inh abs: 40; Rv3671c inh: -7; PriA SSB inh: -8; GDH-TPI inh: 6; UGM FP inh: 0.3; 3CLpro inhibitor: -2; Mtb BioA inh: -1.3; Vc quorum ag: -0.3; MazEF act: -10

What do the screens show for `O=C1Nc2ccc(Br)cc2C1=Nc1cccnc1`?
Mtb FBA inh: 2; VHR inh abs: -4; Rv3671c inh: -20; PriA SSB inh: 1; GDH-TPI inh: 2; UGM FP inh: -2.1; 3CLpro inhibitor: 1; Mtb BioA inh: 2.9; Vc quorum ag: inactive; MazEF act: -4

Molecules from the list above that have fluorine (four):
How did Cn1c(CC(=O)Nc2ccc(F)cc2)c(Sc2ccccc2)c2ccccc21 do in these assays?
Mtb FBA inh: 1; VHR inh abs: 24; Rv3671c inh: 3; PriA SSB inh: -34; GDH-TPI inh: 7; UGM FP inh: -0.2; 3CLpro inhibitor: -1; Vc quorum ag: -0.3; MazEF act: -1

What do the screens show for `Cc1nc2ccccn2c1C(=O)/C=C/c1ccc(F)cc1`?
Mtb FBA inh: 0; VHR inh abs: 14; Rv3671c inh: -12; PriA SSB inh: -5; GDH-TPI inh: 23; UGM FP inh: 1.4; 3CLpro inhibitor: 6; Mtb BioA inh: 0.0; Vc quorum ag: -1.1; MazEF act: 4

What do the screens show for `CCOc1ccc(NC(=O)NCC2CCN(Cc3ccc(F)cc3)CC2)cc1`?
Mtb FBA inh: 0; VHR inh abs: 57*; Rv3671c inh: -4; PriA SSB inh: -6; GDH-TPI inh: -5; UGM FP inh: -1.1; 3CLpro inhibitor: -2; Mtb BioA inh: -0.7; Vc quorum ag: 1.9; MazEF act: 6

How did O=C(Nc1ccc(F)cc1F)c1cc(-c2ccc3c(c2)OCO3)on1 do in these assays?
Mtb FBA inh: 2; VHR inh abs: 17; Rv3671c inh: 2; PriA SSB inh: -9; GDH-TPI inh: -9; UGM FP inh: -2.8; 3CLpro inhibitor: 6; Mtb BioA inh: -0.5; Vc quorum ag: inactive; MazEF act: 0

(list continues)
Results for O=C(CCC1CCCCC1)Nc1c2c(nn1-c1ccc(F)cc1)CS(=O)(=O)C2 ?
Mtb FBA inh: 0; VHR inh abs: -4; Rv3671c inh: 2; PriA SSB inh: -49; GDH-TPI inh: 12; UGM FP inh: -2.0; 3CLpro inhibitor: 4; Mtb BioA inh: 2.1; Vc quorum ag: inactive; MazEF act: -12

What do the screens show for `CCN(CC)S(=O)(=O)N1CCC(C(=O)NCCN2CCOCC2)CC1`?
Mtb FBA inh: 1; VHR inh abs: 7; Rv3671c inh: 0; PriA SSB inh: -10; GDH-TPI inh: -3; UGM FP inh: -0.8; 3CLpro inhibitor: 1; Mtb BioA inh: -0.1; Vc quorum ag: -0.3; MazEF act: 2

What do the screens show for `COc1cccc(C(=O)c2ncc(C(F)(F)F)cc2Cl)c1`?
Mtb FBA inh: 0; VHR inh abs: -11; Rv3671c inh: -5; PriA SSB inh: -23; GDH-TPI inh: 7; UGM FP inh: -0.6; 3CLpro inhibitor: 4; Vc quorum ag: inactive; MazEF act: 2

How did Cc1cc(OCCCC(=O)NCCc2nnc3ccccn23)ccc1Cl do in these assays?
Mtb FBA inh: 3; Rv3671c inh: 8; PriA SSB inh: 3; GDH-TPI inh: 14; UGM FP inh: 2.5; Mtb BioA inh: 5.3; Vc quorum ag: -1.8; MazEF act: 7

How did Clc1cccc(Cl)c1/C=N/Nc1c(Cl)cncc1Cl do in these assays?
Mtb FBA inh: 0; VHR inh abs: 22; Rv3671c inh: -6; PriA SSB inh: inactive; GDH-TPI inh: 4; UGM FP inh: -2.4; 3CLpro inhibitor: 5; Vc quorum ag: -0.3; MazEF act: 10

Results for Cc1ccc(C(C)(C)NC(=O)C2CCC(=O)N(Cc3ccccc3F)C2)cc1 (configuration not stated) ?
Mtb FBA inh: -1; VHR inh abs: 18; Rv3671c inh: 4; PriA SSB inh: -2; GDH-TPI inh: -3; UGM FP inh: -0.5; 3CLpro inhibitor: -2; Mtb BioA inh: -0.4; Vc quorum ag: 0.2; MazEF act: 2

What do the screens show for `CCCc1cc(=O)oc2c3c(c(Cl)cc12)OCN(CCCO)C3`?
VHR inh abs: -16; Rv3671c inh: 1; UGM FP inh: 2.3; 3CLpro inhibitor: 4

What do the screens show for `COC(=O)Nc1ccc(S(=O)(=O)N2CCCCCC2)cc1`?
Mtb FBA inh: 1; VHR inh abs: 4; Rv3671c inh: -4; PriA SSB inh: -2; GDH-TPI inh: -2; UGM FP inh: -3.8; 3CLpro inhibitor: 1; Vc quorum ag: -0.3; MazEF act: 1

Results for Cc1cccc(NC(=O)COc2ccccc2C(=O)NC(C)c2ccccc2)c1 (configuration not stated) ?
Mtb FBA inh: 3; VHR inh abs: -3; Rv3671c inh: -26; PriA SSB inh: -8; GDH-TPI inh: 7; UGM FP inh: 1.9; 3CLpro inhibitor: 10; Mtb BioA inh: -1.4; Vc quorum ag: inactive; MazEF act: -1

Results for CC1(C)CN(Cc2ccccc2)C(=O)[C@H]1CC(=O)Nc1ccccc1 ?
Mtb FBA inh: 6; GDH-TPI inh: 14; Vc quorum ag: -0.3; MazEF act: 9

Results for CC(C)c1ccc(CC(=O)N2CCC2(C)C(=O)NCC(C)(C)C)cc1 (configuration not stated) ?
Mtb FBA inh: 3; GDH-TPI inh: 3; Mtb BioA inh: 0.4; Vc quorum ag: -0.5

How did COc1cc(NC(=O)CSc2ccc3c(c2)OCCO3)cc(OC)c1OC do in these assays?
Mtb FBA inh: 1; VHR inh abs: 10; Rv3671c inh: 7; PriA SSB inh: -15; GDH-TPI inh: -3; UGM FP inh: 4.1; 3CLpro inhibitor: -1; Mtb BioA inh: -2.5; Vc quorum ag: inactive; MazEF act: 2

Only part of the results is shown; count on the stated rates, not on these rows.
